PG9 Ab binder: PG9 antibody binding by small molecule | inhibition, % at 6.7 µM | 360,000 tested, 0.43% active | TR-FRET gp120-PG9 antibody binding | AID 624416; in the data active = inhibition above about 8.5%
HTRA1 inh: HTRA1 (human) protease inhibition | inhibition, % at 5.96 µM | recombinant HTRA1, FP-rhodamine activity-based probe, fluorescence polarization | 340,000 tested, 0.5% active; in the data active = inhibition above about 36%;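 note: 0% = enzyme with DMSO and 100% = wells lacking enzyme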
LEDGF integ inh: blocks HIV-1 LEDGF/p75-dependent DNA integration. 370,000 tested, 0.64% active. inhibition, % at 3.7 µM. TR-FRET IN-LEDGF/p75 DNA integration, Eu/Cy5;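 active = inhibition above the screen-wide mean plus 3 SD, cut at about 13% in these data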;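 note: signal is the Cy5 over europium emission ratio at 671 and 618 nm; 0% = plate median of compound wells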
TCR CD3 inh: inhibitors of human TCR-CD3 interaction. TAMRA-labeled TCR probe fluorescence, biochemical. inhibition, % at 9.4 µM. 360,000 tested, 0.37% active. AID 651800; in the data active = inhibition above about 19%;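 note: recombinant mutant TCR 2C K166C tagged with TAMRA read by polarization; 0% = receptor in buffer alone and 100% = receptor with positive control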
TDP2 absorb: TDP2 (human) inhibition, absorbance primary screen | inhibition, % at 12.8 µM | O95551 | recombinant TDP2, T5PNP hydrolysis, p-nitrophenol absorbance 415 nm | 370,000 tested, 0.34% active;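 active = inhibition above the mean of all tested compounds plus 3 SD, set per campaign, cut at about 25% in these data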;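 note: 0% = DMSO with enzyme and 100% = buffer with substrate but no TDP2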
Target sequence (O95551 whole entry, looked up): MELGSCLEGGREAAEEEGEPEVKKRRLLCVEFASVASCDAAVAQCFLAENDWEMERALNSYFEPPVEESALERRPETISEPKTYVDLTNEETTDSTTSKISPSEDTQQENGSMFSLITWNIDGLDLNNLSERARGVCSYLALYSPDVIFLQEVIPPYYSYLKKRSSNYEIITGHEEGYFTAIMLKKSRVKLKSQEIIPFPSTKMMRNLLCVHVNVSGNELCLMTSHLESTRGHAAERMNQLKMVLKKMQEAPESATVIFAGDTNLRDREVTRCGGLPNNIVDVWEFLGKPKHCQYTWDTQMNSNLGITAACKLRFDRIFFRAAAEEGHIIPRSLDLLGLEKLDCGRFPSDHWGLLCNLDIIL
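System – recombinant human TDP2 · Quantity – TDP2 enzyme at 120 nM final · Doses – single concentration, 12.8 µM nominal, with 1% DMSO · Incubation – 2 h at 37 °C · Measured by – epi absorbance of p-nitrophenol freed from T5PNP by hydrolysis · Read-out – % inhibition relative to enzyme-containing and enzyme-free wells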
PRMT1 inh: PRMT1 (human) inhibition, primary screen. Q99873. recombinant PRMT1, activity-based probe fluorescence polarization. inhibition, % at 2.79 µM. 370,000 tested, 1.3% active. AID 652257;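 active = inhibition above about 21% made by adding two undisclosed values, limit read from the data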
DDE Tn7 FP inh: inhibitors of Tn7 peptide binding to human fibrin DD(E); P02675; FP displacement of FITC-Tn7 peptide from fibrin DD(E); 0% = median of compound wells per plate; inhibition, % at 8.3 µM; 370,000 tested, 0.13% active; AID 720508;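 active = inhibition above the mean of compounds falling within the control limits plus 3 SD of them, cut at about 14% in these data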;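 note: 0% = plate median of compound wells and 100% = 10 µM Aha-Tn7 peptide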
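Assay system: human fibrin DD(E). Input: DD(E) 2 µM final. Medium: Tris buffer with calcium and detergent, pH 7.8. Compound dosing: single point at 8.3 µM. Timing: 10 min plus 3 h, room temperature. Technique: fluorescence polarization of the labelled Tn7 tracer. Read-out: percent inhibition. Replicates: singlicate testing.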
UHRF1 binding: human UHRF1 methylated DNA binding inhibitors | 370,000 tested, 0.75% active | inhibition, % at 4.4 µM | Q96T88 | UHRF1 binding to methylated oligo, TR-FRET | AID 687016; in the data active = inhibition above about 21%;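 note: UHRF1 SRA domain binding a hemimethylated CpG hairpin DNA probe; 0% = median of test compound wells and 100% = reference inhibitor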
SIAE primary: human SIAE inhibition, primary screen; inhibition, % at 9.66 µM; 370,000 tested, 0.69% active; SIAE FP-Rh probe binding, fluorescence polarization;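 active = inhibition above a cutoff: mean of compounds within the control limits plus 3 SD of those, cut at about 17% in these data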;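 note: 0% = plate median of compound wells and 100% = probe without SIAE protein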
ABHD4 inh: inhibits mouse alpha/beta hydrolase domain 4. Q8VD66. purified mABHD4, FP-Rh probe fluorescence polarization. inhibition, % at 8.92 µM. 370,000 tested, 0.54% active. AID 720543;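 active = inhibition exceeding the mean over every tested compound plus 3 SD, cut at about 30% in these data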;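 note: 0% = plate median of compound wells and 100% = S159A mutant with DMSO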
Target sequence (Q8VD66 whole entry, looked up, the tested form may be a part): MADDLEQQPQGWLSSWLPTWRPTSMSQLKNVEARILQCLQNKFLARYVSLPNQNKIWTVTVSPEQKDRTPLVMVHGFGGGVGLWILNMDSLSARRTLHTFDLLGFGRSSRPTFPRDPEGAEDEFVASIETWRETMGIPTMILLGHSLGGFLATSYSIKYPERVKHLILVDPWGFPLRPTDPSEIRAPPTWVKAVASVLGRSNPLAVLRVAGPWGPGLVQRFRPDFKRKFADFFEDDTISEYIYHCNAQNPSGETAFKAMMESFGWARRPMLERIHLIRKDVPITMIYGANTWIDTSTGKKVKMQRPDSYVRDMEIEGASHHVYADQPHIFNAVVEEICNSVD
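system = mouse ABHD4 enzyme, wild type | medium = HEPES pH 7.0, NaCl, Pluronic buffer | also added = FP-Rh probe | incubation = Enzyme–compound pre-incubation 45 min, then probe 60 min, both 25 °C | technique = fluorescence polarization, excitation 525 nm, emission 598 nm, BODIPY TMR filters | controls = S159A mutant high control, sample median low control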
* hit, by the source's call; x = no result given. An unsorted share of the library (roughly 4.2% active in at least one column).

SMILES	PG9 Ab binder	HTRA1 inh	LEDGF integ inh	TCR CD3 inh	TDP2 absorb	PRMT1 inh	DDE Tn7 FP inh	UHRF1 binding	SIAE primary	ABHD4 inh
O=C(NCN1C(=O)C2C3C=CC(C3)C2C1=O)Nc1ccccc1O (centres undefined)	-0.1	-5	1	-4	-7	0	-1	2	7	-1
CCN1CCN(c2nc(-c3cccnc3)nc3ccccc23)CC1	-0.1	4	1	3	9	-1	-3	-2	7	-4
Nn1c(SCC(=O)NC2CCCc3ccccc32)nnc1-c1cccs1 (centres undefined)	-0.6	-2	-2	6	-7	0	-2	-1	-4	-9
O=C(CSc1nnc(C2CC2)n1-c1ccccc1)NCCc1ccccc1	4.0	-1	-1	-4	4	2	6	3	1	-4
O=C(C[n+]1cccc2ccccc21)c1ccc(NC(=O)c2ccccc2)cc1	-1.0	0	0	4	-10	-1	-6	0	-5	1
Cn1cnnc1SCC(=O)NC1CCCC1	-2.6	5	4	-8	-3	-3	-5	5	-9	-7
COc1ccc(-n2c(=O)[nH]cc(C(=O)N3CCCc4ccccc43)c2=O)cc1	1.4	6	5	-6	-5	3	0	3	-5	-8
COc1ccc2c(c1)CC(N1CCN(C)CC1)c1cc(OC)ccc1S2 (centres undefined)	0.4	4	-5	-8	-2	3	4	3	-4	8
Cc1cc(C)c(NC(=O)COc2cccnc2[N+](=O)[O-])c(C)c1	-0.3	5	-8	-8	12	6	8	5	0	5
CN1C(=O)N2CN(C3CCCCC3)CN3C(=O)N(C)C1C23 (centres undefined)	0.0	1	5	0	-1	0	0	1	-1	6
O=C1CC(c2cccc(Cl)c2)C(n2cncn2)C(=O)C1C1NCCc2ccccc21 (centres undefined)	-0.7	0	0	1	10	-1	2	11	2	2
Nc1cc(-c2ccc(Br)cc2)nn1S(=O)(=O)c1cccc2nsnc12	0.0	-20	3	-1	-3	2	6	0	1	-5
CC(=O)NC(Cc1ccc(F)c(F)c1)C(=O)NC1CCN(C(=O)c2ccc(Cl)cc2)CC1 (centres undefined)	-0.5	-1	-1	1	-10	-1	5	0	-3	-3
O=C(CCn1c(=S)[nH]c2ccccc2c1=O)N1CCCCC1	-1.4	7	1	3	-14	-3	-3	-2	3	-1
CCNc1nc(NCC)nc(N/N=C/c2ccccc2)n1	-0.5	-1	2	-2	-7	-1	4	1	1	8
O=C(O)C1CCCCC1C(=O)NC(c1ccccc1)c1ccccc1 (centres undefined)	1.7	3	3	-1	-18	-8	0	2	-3	-6
COc1ccccc1-c1nc2n(n1)C(c1cccs1)C(C(=O)Nc1cccnc1)=C(C)N2 (centres undefined)	-2.1	-3	0	-2	4	0	-4	-1	-1	0
O=C1CC(c2ccccc2)n2nc(NC(=O)c3ccccc3)nc2N1 (centres undefined)	-4.0	0	-1	2	3	-5	-3	-2	7	1
Cc1ncc(CO)c(/C=N/NC(=O)c2cc(Br)ccc2O)c1O	1.5	34	-8	19	-1	8	4	24*	3	10
COc1ccccc1NC(=O)CSCc1cc(=O)n2c(C)csc2n1	0.9	-2	-2	-9	-9	2	-2	3	11	1

Random excerpt: 5 entries already listed.
SMILES	PG9 Ab binder	HTRA1 inh	LEDGF integ inh	TCR CD3 inh	TDP2 absorb	PRMT1 inh	DDE Tn7 FP inh	UHRF1 binding	SIAE primary	ABHD4 inh
Nn1c(SCC(=O)NC2CCCc3ccccc32)nnc1-c1cccs1 (centres undefined)	-0.6	-2	-2	6	-7	0	-2	-1	-4	-9
Cn1cnnc1SCC(=O)NC1CCCC1	-2.6	5	4	-8	-3	-3	-5	5	-9	-7
CCNc1nc(NCC)nc(N/N=C/c2ccccc2)n1	-0.5	-1	2	-2	-7	-1	4	1	1	8
CC(=O)NC(Cc1ccc(F)c(F)c1)C(=O)NC1CCN(C(=O)c2ccc(Cl)cc2)CC1 (centres undefined)	-0.5	-1	-1	1	-10	-1	5	0	-3	-3
COc1ccccc1-c1nc2n(n1)C(c1cccs1)C(C(=O)Nc1cccnc1)=C(C)N2 (centres undefined)	-2.1	-3	0	-2	4	0	-4	-1	-1	0

(continued)
SMILES	PG9 Ab binder	HTRA1 inh	LEDGF integ inh	TCR CD3 inh	TDP2 absorb	PRMT1 inh	DDE Tn7 FP inh	UHRF1 binding	SIAE primary	ABHD4 inh
COc1ccc(S(=O)(=O)N(C)CC(=O)NC2CC2)cc1OC	-1.3	2	-3	0	1	-2	-3	0	-2	1
CCOc1ccc(NC(=O)Cn2nnc(C(=O)NCc3cccs3)c2N)cc1	0.3	3	1	3	1	1	2	-2	-5	-2
Cc1ccccc1OCc1nc2ccccc2c(=O)n1NC(=O)c1ccco1	-0.8	-3	1	0	-8	0	0	3	-3	-2
CCN(CC)CCCn1c(=S)[nH]c2ncccc2c1=O	-0.5	0	2	4	3	2	-6	21*	2	6
CC(C)N(Cc1ccccc1)C(=O)COC(=O)c1ccccc1SCC(=O)N1CCCC1	-1.1	-4	2	6	-9	4	0	0	2	-8
CC1([N+](=O)[O-])COC(c2cccc3ccccc23)OC1 (centres undefined)	-0.4	x	-5	4	0	-1	-1	0	-2	5
COc1ccc(N(CC(=O)NC2CCCCC2)C(=O)c2snc(C(N)=O)c2N)cc1	-0.1	1	3	1	9	-4	11	4	2	-3
CC1CCN(c2ccc(NC(=O)c3ccc([N+](=O)[O-])o3)cc2)CC1	-2.0	1	1	6	11	5	1	-3	14	8
CCn1c(=O)c2sccc2n2c(CCCC(=O)NCCc3ccc(S(N)(=O)=O)cc3)nnc12	1.9	0	-4	4	-5	3	3	3	-1	0
CC(=O)c1cc(C)ccc1OC(=O)c1ccncc1	-0.3	-1	5	2	12	0	-4	-2	-4	-2
Cc1cc(Cl)c2oc(C(=O)N3CCN(c4ccncc4)CC3)c(C)c2c1	0.8	4	3	9	-1	1	-5	-1	0	6
N/C(=N\OC(=O)/C=C/c1ccccc1)c1ccncc1	-0.2	-3	3	-2	-2	-4	-4	-3	1	-1
CCOC(=O)c1cnc2ccccc2c1NCc1ccco1	-0.2	-6	-1	9	8	-6	6	1	0	2
COc1cc(OC)cc(-c2cn[nH]c2N)c1	-0.5	-2	8	-3	-15	-3	-4	-3	2	-5
CCn1cc(CN2CCc3c([nH]c4ccccc34)C2c2cccc(OC)c2)c(C)n1 (centres undefined)	-2.0	x	-2	5	10	3	8	2	-9	-3
CC(=O)Nc1ccc2c(c1)nc(CN1CCCC1)n2C	0.3	-5	-1	-6	8	0	5	3	1	8
Cc1ccc(-c2nc3cc(NC(=O)C(C)C)ccc3o2)cc1	5.3	-7	-3	4	-1	1	3	-1	-7	1
CCc1nnc(SCc2ccc([N+](=O)[O-])cc2)nc1CC	0.0	-6	1	-5	1	2	0	4	5	9
Cc1cc(C(=O)CCl)c(C)n1CC1COc2ccccc2O1 (centres undefined)	0.2	-6	-3	3	6	2	6	0	10	-2
Fc1ccc(Cn2c(-c3cscn3)nc3ccccc32)c(Cl)c1	6.7	-8	2	1	2	-4	-3	-1	-11	-2
Cc1ccc(-n2c(SCC(=O)N3CCOCC3)nnc2-c2ccncc2)cc1C	-2.2	6	-1	8	5	-2	7	1	2	-3
C=C(C)CCC(C)N1CCC(n2nccc2NC(=O)CCOc2ccccc2)CC1 (centres undefined)	3.4	2	-7	-6	-11	3	1	3	-3	3
Cc1cc(NN)nc2ccc(Cl)cc12	-1.9	-3	2	-2	5	0	-2	-3	5	-3
O=C(NCCCn1ccnc1)/C(=C/c1ccc(F)cc1)NC(=O)c1ccccc1	-3.0	5	-6	-7	-6	5	-3	2	-2	0

Some of these compounds in order of their number in LEDGF integ inh, highest first:
Compound	LEDGF integ inh
Cc1cc(NN)nc2ccc(Cl)cc12	2
Cc1ccc(-n2c(SCC(=O)N3CCOCC3)nnc2-c2ccncc2)cc1C	-1
O=C(NCCCn1ccnc1)/C(=C/c1ccc(F)cc1)NC(=O)c1ccccc1	-6

Some of these compounds in order of formula weight, rising:
SMILES	PG9 Ab binder	HTRA1 inh	LEDGF integ inh	TCR CD3 inh	TDP2 absorb	PRMT1 inh	DDE Tn7 FP inh	UHRF1 binding	SIAE primary	ABHD4 inh
Cc1cc(C(=O)CCl)c(C)n1CC1COc2ccccc2O1 (centres undefined)	0.2	-6	-3	3	6	2	6	0	10	-2
O=C(NCCCn1ccnc1)/C(=C/c1ccc(F)cc1)NC(=O)c1ccccc1	-3.0	5	-6	-7	-6	5	-3	2	-2	0
C=C(C)CCC(C)N1CCC(n2nccc2NC(=O)CCOc2ccccc2)CC1 (centres undefined)	3.4	2	-7	-6	-11	3	1	3	-3	3

Bioassay records: PubChem BioAssay, The Scripps Research Institute Molecular Screening Center
